# PAX8 reporter: lowers PAX8-driven luciferase in RMG-I cells. RMG-I TPO-luciferase reporter, SteadyGlo, 24 h. inhibition, % at 12.6 µM. 360,000 tested, 1.2% active;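 active = mean replicate inhibition at least 60% with every replicate also reaching 60%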;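 note: luciferase light reporting Pax8 driven TPO promoter activity; plate controls were median of neutral control wells for no effect and mitoxantrone controls for full effect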
# ERAP1 inh: ERAP1 (human) enzyme inhibition. Q9NZ08. recombinant ERAP1, Leu-AMC fluorescence, 60 min. 340,000 tested, 0.15% active. inhibition, % at 10.7 µM;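 active = mean replicate inhibition of at least 30%, or all replicates individually reaching that 30% level; inactive = mean below 30% and not every replicate reaching it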;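 note: 0% = neutral control wells and 100% = L-leucinethiol positive control wells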
# Target sequence (Q9NZ08 whole entry, looked up): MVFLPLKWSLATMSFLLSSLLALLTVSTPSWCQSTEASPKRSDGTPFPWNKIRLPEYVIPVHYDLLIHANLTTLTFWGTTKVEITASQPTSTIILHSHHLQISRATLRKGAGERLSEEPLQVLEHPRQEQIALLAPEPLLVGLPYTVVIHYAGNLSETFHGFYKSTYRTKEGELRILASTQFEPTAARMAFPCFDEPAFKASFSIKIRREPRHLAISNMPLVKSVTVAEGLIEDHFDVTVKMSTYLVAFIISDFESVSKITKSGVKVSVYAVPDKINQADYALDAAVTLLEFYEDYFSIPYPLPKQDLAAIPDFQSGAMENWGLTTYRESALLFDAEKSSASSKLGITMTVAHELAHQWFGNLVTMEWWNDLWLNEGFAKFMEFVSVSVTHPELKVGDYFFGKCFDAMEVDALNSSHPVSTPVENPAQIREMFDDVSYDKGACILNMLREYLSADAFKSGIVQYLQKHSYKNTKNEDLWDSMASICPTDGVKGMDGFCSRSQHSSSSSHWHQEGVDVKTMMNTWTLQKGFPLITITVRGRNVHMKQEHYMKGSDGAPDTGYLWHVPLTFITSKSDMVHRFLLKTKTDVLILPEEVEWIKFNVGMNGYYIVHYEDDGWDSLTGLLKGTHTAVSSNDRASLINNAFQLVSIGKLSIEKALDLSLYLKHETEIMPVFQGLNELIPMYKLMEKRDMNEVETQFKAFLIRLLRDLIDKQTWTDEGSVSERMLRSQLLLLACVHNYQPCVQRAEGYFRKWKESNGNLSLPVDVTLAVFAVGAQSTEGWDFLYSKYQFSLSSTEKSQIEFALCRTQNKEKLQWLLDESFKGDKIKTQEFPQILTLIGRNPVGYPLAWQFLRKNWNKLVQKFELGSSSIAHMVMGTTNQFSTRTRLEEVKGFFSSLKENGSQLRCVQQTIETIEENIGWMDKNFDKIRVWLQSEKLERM
# PglD DTNB: blocks C. jejuni PglD acetyltransferase activity; purified PglD enzyme, DTNB colorimetric CoA detection; inhibition, % at 12.5 µM; 360,000 tested, 0.098% active; AID 602405; in the data active = inhibition above about 16%, passing the limit was not always enough; note: strong numbers were not always called active
# LGR2 antag: Drosophila LGR2 receptor signaling inhibition; HEK293 LGR2, CRE-luciferase, bursicon-stimulated, 4 h; inhibition, % at 9.99 µM; 380,000 tested, 0.35% active;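 active = drop in luminescence signal, shown as inhibition above about 50% in the replicate tests, limit read from the data, passing the limit was not always enough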;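 note: agonist challenge used bursicon conditioned medium at about half maximal strength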
# PGC1a acetyl inh: modulators of PGC1a acetylation; U2OS PGC1a acetylation, AlphaScreen anti-acetyl-lysine; with virally co-expressed GCN5 acetyltransferase; inhibition, % at 15.6 µM; 350,000 tested, 0.17% active;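 active = every replicate shows inhibition of at least 40%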;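 note: 0% = neutral control wells and 100% = positive control wells; some results beyond the cut were filed as inactive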
# FN deposition inh: fibronectin deposition inhibition. AH1F fibroblasts, Alexa488-fibronectin deposition fluorescence, overnight. 350,000 tested, 0.086% active. AID 743247. inhibition, % at 12.6 µM;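 active = mean inhibition across replicates of 30% or more, regardless of how many single replicates reach that level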;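 note: positive control wells lacked labelled fibronectin entirely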
#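 Assay system: AH1F fibroblasts assembling fluorescent fibronectin matrix; Amount: 10000 AH1F cells per well; Buffer or medium: DMEM, 2% serum; Probe or stimulus: Alexa488-fibronectin, 24 nM final in well; Doses: single compound dose, delivered by pin transfer; Incubation: 1 h adhesion, overnight exposure; Measured by: fluorescence 485/525 nm; Read-out: fibronectin deposition inhibition.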
# S100A4 MyoIIA: S100A4-myosin IIA interaction inhibition. S100A4/TAMRA-MyoIIA peptide fluorescence polarization. 360,000 tested, 0.14% active. inhibition, % at 10.7 µM;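 active = mean inhibition of at least 70% across replicates, with every replicate also reaching that level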
# Target sequence (P26447 whole entry, looked up): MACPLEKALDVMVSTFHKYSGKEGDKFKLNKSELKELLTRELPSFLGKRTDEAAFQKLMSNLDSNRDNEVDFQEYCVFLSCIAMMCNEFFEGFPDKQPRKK
#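 Test system: S100A4 monomer protein. Medium: HEPES buffer with Ca2+, pH 7.2. Reagent: fluorescent myosin IIA peptide, 5 nM. Compound dosing: single-point compound testing. Timing: 5 min between mix addition and reading. Benchmarks: DMSO neutral and TFP positive wells.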
# EWS-Fli block: blocks EWS/Fli oncoprotein-driven transcription; inhibition, % at 12.6 µM; AID 651661; A673 NR0B1-luciferase reporter, viability-normalised; 350,000 tested, 0.67% active;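 active = mean inhibition of at least 50% after viability correction, with every replicate also passing that limit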;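 note: firefly luciferase signal divided by Alamar Blue viability fluorescence both relative to DMSO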
# Starred values were filed as active, the others as inactive; · = no result given. Rows are unselected. Share with any hit: about 2.1%.
SMILES,PAX8 reporter,ERAP1 inh,PglD DTNB,LGR2 antag,PGC1a acetyl inh,FN deposition inh,S100A4 MyoIIA,EWS-Fli block
O=S(=O)(c1cccs1)N1CCCCN2[C@H](CO)[C@H](c3ccc(-c4ccccc4)cc3)[C@@H]2C1,18,-2,-2,-3,-3,·,-2,-1
Cc1ccc(SCCC(=O)N(C)CC(=O)Nc2c(C)cccc2C)cc1,4,-4,2,-13,·,-5,1,·
COc1ccc(CCNC2CC(=O)N(C3CCCCC3)C2=O)cc1OC (stereo not given),-29,1,-3,10,6,-5,3,-5
Cc1nc2c(C#N)c(-c3ccc(Cl)cc3)ccn2n1,-20,3,·,-5,10,·,-6,-50
COc1ccc(OCC(=O)N2CCCC(CO)(CCOc3ccccc3)C2)cc1 (stereo not given),17,0,-2,6,8,-2,-3,3
NC(=O)C1CCN(C(=O)c2ccc3c(=O)n(Cc4cccc(Br)c4)c(=S)[nH]c3c2)CC1,1,0,-1,16,·,5,4,·
CCS(=O)(=O)N[C@H]1CC[C@@H](CC(=O)NCc2ccc(F)cc2)O[C@@H]1CO,3,1,1,6,-2,-10,11,1
CNC(=O)C[C@H]1CC[C@H]2[C@@H](COC[C@H](O)CN2Cc2ccccc2F)O1,·,-1,0,-8,-4,6,4,·
CC(=O)NC[C@@H]1[C@@H](c2ccc(-c3ccccc3F)cc2)[C@H](CO)N1C(=O)C1CC1,-36,-1,-8,-12,-4,3,4,-11
O=[N+]([O-])c1cccc(-c2ccc(/C=N/Nc3nc(N4CCCCC4)nc(N4CCCCC4)n3)o2)c1,-2,0,·,-1,-6,5,5,24
COc1ccccc1NS(=O)(=O)c1cc(NC(=O)COc2ccccc2)ccc1N1CCOCC1,23,1,-4,10,-26,-10,0,-4
Cc1noc(C)c1NC(=O)Nc1cccc2c1O[C@@H](CN(C)Cc1ccncc1)[C@H](C)CN([C@H](C)CO)C2=O,9,0,6,-16,1,·,5,·
CO[C@H]1CC[C@@H]2CCOc3c(C#N)cccc3C(=O)N(C)[C@@H](C)C(=O)N(C)C[C@H]1O2,8,2,-4,-8,-13,7,3,10
Cc1ccc(NC(=O)CSc2ncccn2)cc1S(=O)(=O)N1CCCCC1,-21,3,·,14,·,-3,23,16
COC(=O)c1ccc(CNC(=O)C2CCC(=O)N(Cc3cccc(F)c3)C2)cc1 (stereo not given),·,2,2,3,·,6,-5,·
Cc1ccc(C(=O)C(C)OC(=O)Cc2c[nH]c3ccccc23)cc1 (stereo not given),12,1,2,16,·,-1,8,7
COc1cccc(N2C(=O)CN(Cc3ccccc3)C2=S)c1,-13,-1,-2,-5,-2,-7,12,-14
O=C(COC(=O)c1cc(Cl)nc(Cl)c1)NC1CCCCCC1,-6,4,3,-7,·,-2,-2,-8
CC(OC(=O)/C=C/c1ccccc1)C(=O)N1CCc2ccccc21 (stereo not given),-26,-1,1,9,11,4,-23,8
C[C@@H]1CN([C@@H](C)CO)C(=O)c2cccc(NC(=O)c3cnccn3)c2O[C@H]1CN(C)S(=O)(=O)c1ccc(F)cc1,·,12,·,16,3,·,1,-7
CCCCn1c(N)c(N(CCOC)C(=O)CCC2CCCCC2)c(=O)[nH]c1=O,13,-1,7,6,-16,13,-1,0
O=C(C[C@@H]1CC[C@H]2[C@@H](COC[C@@H](O)CN2Cc2cc(F)cc(F)c2)O1)NC1CCC1,-8,1,2,-18,1,-10,2,5
Cc1cccc(OCC(=O)Nc2sc3c(c2C#N)CCC3)c1,·,-2,0,-57,12,·,-2,-50
CC(C)NC(=O)N(C)C[C@@H]1Oc2cc(-c3ccccc3)ccc2S(=O)(=O)N([C@@H](C)CO)C[C@@H]1C,·,-2,-2,-18,-13,·,11,-5
O=C(C(c1ccccc1)c1ccccc1)N1CCN(c2ccccn2)CC1,10,-2,·,10,·,-5,2,12
COCCNC(=O)c1ccc(CSCc2cccc(Cl)c2)o1,-9,-9,-2,-3,1,3,0,0
CC(C)(C)NC(=S)N/N=C/c1cccnc1,-15,·,·,-3,·,5,-3,4
Cc1ccc(-c2cnc3c(c2)C(=O)N([C@@H](C)CO)C[C@H](C)[C@@H](CN(C)C(=O)c2ccc(F)cc2)O3)cc1,·,2,-2,5,-10,·,-2,1
CCC(=O)N1CCN(c2ccc(NC(=O)COc3ccccc3Cl)cc2)CC1,·,3,3,·,-5,·,5,2
Cc1cc(Cl)ccc1OC(C)C(=O)NCCc1ccc2c(c1)OCCO2 (stereo not given),-9,-2,·,-4,·,-6,0,-14
CCOCCCNCc1ccc(OC)c(OC)c1,19,·,2,·,-4,0,·,·
C[C@@H]1CN([C@H](C)CO)C(=O)Cc2cc(NC(=O)NC3CCCCC3)ccc2O[C@@H]1CN(C)C(=O)Nc1ccc(F)cc1,11,1,1,23,0,4,7,10
O=C(NC12CC3CC(CC(C3)C1)C2)N1CCN(C2CCCCC2)CC1,2,2,·,5,-5,-10,-8,5
CC(=O)c1ccc(N2CCC(C(=O)O)CC2)cc1,-24,-2,-6,7,2,·,1,14
COc1ccc2nc(/C=N/NC(=O)CCNC(=O)OC(C)(C)C)ccc2c1,-42,·,·,-8,·,-7,-3,-40
COc1ccc(CC(NC(C)=O)C(=O)NC2CCN(C(=O)c3ccncc3)CC2)cc1OC (stereo not given),-11,2,-2,-12,·,3,-6,6
O=C(Cc1ccccc1)NCc1n[nH]c(=S)n1-c1ccc(Br)cc1,-6,3,·,19,5,12,4,0
Nc1ccc(C(=O)Nc2ccc(Nc3ccncc3)cc2)cc1,8,2,-3,14,·,3,-1,-20
O=S(=O)(NC(=S)NC1CCCCC1)c1ccc(Br)cc1,-3,-5,1,28,12,·,3,-10
COc1ccc(S(=O)(=O)N2CCCOC2CNC(=O)C(=O)NCc2cccnc2)cc1 (stereo not given),-1,0,0,20,21,·,2,-7
COCCN(C(=O)CCC(=O)Nc1ccccn1)C(C(=O)NC(C)C)c1ccc(Cl)cc1 (stereo not given),22,-1,5,-4,11,4,4,-14
CC1CCCCC1NC(=O)CN1CCC(NC(=O)c2cccc(F)c2)CC1 (stereo not given),5,-1,-3,5,·,-6,-11,0
CC(C)(C)[C@@H]1C=C(C(=O)O)[C@H](c2ccc(Cl)cc2)N1S(=O)(=O)c1ccccc1,-5,3,-1,-1,2,-1,13,-11
CCCNC(=O)[C@H]1[C@H](CO)[C@H]2Cn3c(ccc(-c4ccc(F)cc4)c3=O)[C@@H]1N2C(=O)NC(C)C,·,2,1,-5,·,·,-2,3
C[C@H]1CN([C@@H](C)CO)C(=O)c2cc(Br)cnc2O[C@@H]1CN(C)C(=O)c1ccccc1,-10,1,3,-19,-9,·,1,-13
Cc1oc(C(C)(C)C)cc1C(=O)NC1CCN(Cc2ccccc2)CC1,-5,·,-5,·,3,-6,-34,6
O=C(N/N=C/c1cccc(O)c1)c1ccc(NC(=O)C2CCCCC2)cc1,17,-3,-1,-6,·,·,-1,·
CO[C@@H]1CN(C)C(=O)c2ccc(NC(=O)C3CCCCC3)cc2OC[C@H](C)N(C(=O)c2ccccc2)C[C@@H]1C,10,2,-3,-5,-3,10,-4,3

# Grouped by structure, the compounds so far with two or more sulfur atoms
SMILES,PAX8 reporter,ERAP1 inh,PglD DTNB,LGR2 antag,PGC1a acetyl inh,FN deposition inh,S100A4 MyoIIA,EWS-Fli block
O=S(=O)(c1cccs1)N1CCCCN2[C@H](CO)[C@H](c3ccc(-c4ccccc4)cc3)[C@@H]2C1,18,-2,-2,-3,-3,·,-2,-1
Cc1ccc(NC(=O)CSc2ncccn2)cc1S(=O)(=O)N1CCCCC1,-21,3,·,14,·,-3,23,16
O=S(=O)(NC(=S)NC1CCCCC1)c1ccc(Br)cc1,-3,-5,1,28,12,·,3,-10

# The list goes on:
SMILES,PAX8 reporter,ERAP1 inh,PglD DTNB,LGR2 antag,PGC1a acetyl inh,FN deposition inh,S100A4 MyoIIA,EWS-Fli block
Cc1ccc(S(=O)(=O)Nc2cc(C(F)(F)F)ccc2N2CCOCC2)cc1,8,-2,-133,3,-9,2,-6,3
Cc1ccc(F)c(S(=O)(=O)NC(=O)C2(C)CCN2C(=O)Cc2ccccc2Cl)c1 (stereo not given),-2,-1,0,-1,·,-10,-3,-4
Cc1cc(NC(=O)CSc2nnc3c4c(C)c(C)sc4ncn23)no1,·,2,-2,-13,3,·,5,14
COC(=O)C(CC(C)C)N1CCC(=O)c2ccccc2S1(=O)=O (stereo not given),0,-3,7,-18,·,9,-5,-4
Cc1cccc(C)c1NC(=O)CN(C)C(=O)c1cccc(S(=O)(=O)N2CCN(c3ccccc3)CC2)c1,·,-2,2,-1,-7,-3,0,15
Cc1ccccc1C(=O)N1CCC(C(=O)NCCc2ccc(S(N)(=O)=O)cc2)CC1,0,-1,4,5,14,-6,-10,-6
Cc1cc(C(=O)Nc2nc3ccc(S(C)(=O)=O)cc3s2)c(C)o1,·,5,-3,-2,-20,·,-6,-72
CCN(CC)CCN1C(=O)c2cccc3cc(N)cc(c23)C1=O,-13,5,2,-31,15,-7,10,19
Cc1cc(NC(=O)CCn2c(=O)sc3ccccc32)no1,·,·,6,-13,10,-4,·,·
COc1cc2c(cc1OC)CN(CC(=O)Nc1ccc(F)cc1)CC2,-7,3,2,12,0,-1,-14,9
Cc1ccc(S(=O)(=O)Nc2ccccc2NS(=O)(=O)c2ccc(C)cc2)cc1,-17,8,·,-8,·,6,-3,-4
COc1ccccc1C(=O)N1[C@@H](C(C)C)COc2cc(Br)ccc2S1(=O)=O,1,-2,2,32,·,-3,-1,3
O=C(Cc1ccccc1)N/N=C/c1ccc(OC(=O)/C=C\c2ccco2)cc1,-29,·,-6,·,1,-3,·,·
Cc1ccc(S(=O)(=O)N[C@@H]2C=C[C@@H](CC(=O)N3CCc4ccccc4C3)O[C@@H]2CO)cc1,19,-2,1,8,12,·,3,-3
Cc1c(Cl)cccc1NC(=S)N1CCCCCC1,5,-1,5,8,0,7,-3,·
CC1C=NC(S(=O)(=O)N2CC[C@H]3[C@@H](CO)N(C)c4ccc(-c5cccc(F)c5)cc4[C@H]32)=N1 (stereo not given in full),1,2,1,3,-5,-31,3,4
Cc1ccc(NC(=O)CN2CCCCCC2)cc1Br,-34,0,-8,-28,9,2,1,-5
CCOC(=O)c1sc2nc(C)nc(SC(C)C(=O)N(C)c3ccccc3)c2c1C (stereo not given),-5,-1,-3,12,-14,0,0,6
O=C(O)CCCCCn1c(SCc2cc(=O)n3ccccc3n2)nc2ccsc2c1=O,14,-3,·,0,·,16,-5,-22
COc1ccc(C(=O)C[C@@H]2OC[C@H](C(C)C)N2S(=O)(=O)c2ccc(C)cc2)cc1OC,13,-3,·,7,·,7,-1,0
Cc1cc2c(NC(=O)Nc3ccccc3)cccc2nn1,4,-4,-1,-18,3,4,9,13
CC(C)(C)OC(=O)CNC(=O)c1[nH]cnc1C(=O)NCCCCCN,-8,-1,0,4,-6,-10,-2,-4
COc1ccccc1CNC(=O)COc1ccc([N+](=O)[O-])cc1,2,-1,·,-8,-21,4,2,2
CN(C)C=NC(=O)c1cccn1-c1ncc(C(F)(F)F)cc1Cl,6,14,·,2,1,-9,-1,-2
O=S(=O)(Nc1ccc(Cl)cn1)c1cccc(S(=O)(=O)c2ccccc2)c1,11,6,·,-39,5,-8,-4,12
COc1ccc(CCn2c(NN=C(C)C)nc3c2c(=O)[nH]c(=O)n3C)cc1,0,·,5,5,-4,2,-15,-4
CC(C)(C)OC(=O)N1CCc2onc(-c3ccc(N)cc3)c2C1=O,-2,0,·,-11,-6,-12,3,3

# Nothing new here: entries from further up.
SMILES,PAX8 reporter,ERAP1 inh,PglD DTNB,LGR2 antag,PGC1a acetyl inh,FN deposition inh,S100A4 MyoIIA,EWS-Fli block
O=C(Cc1ccccc1)N/N=C/c1ccc(OC(=O)/C=C\c2ccco2)cc1,-29,·,-6,·,1,-3,·,·
Cc1ccc(S(=O)(=O)N[C@@H]2C=C[C@@H](CC(=O)N3CCc4ccccc4C3)O[C@@H]2CO)cc1,19,-2,1,8,12,·,3,-3

# Screens as filed in PubChem.
